High-throughput results (PubChem BioAssay)
FAS-TE inh – inhibitors of human fatty acid synthase thioesterase domain; recombinant FAS-TE, OMFH fluorogenic substrate, fluorescence endpoint; P49327; AID 602261; inhibition, % at 15 µM; 0.67% of 360,000 active;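 active = compounds whose normalised, plate-corrected inhibition of enzyme fluorescence in the single-dose primary screen is 50% or more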;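 note: 0% = DMSO with enzyme and 100% = substrate without enzyme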
MT1-MMP act inh – MT1-MMP (human) activation inhibition | GFP/RFP ratio change, % at 20 µM | HT1080 RFP-PRO-GFP cells, GFP/RFP ratio fluorescence, overnight; percent of plate control window, DMSO zero | 0.061% of 360,000 active;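 active = GFP/RFP ratio change of at least 30% with cell ATP level not reduced by more than half and red fluorescence within 50% of control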; note: strong numbers were not always called active
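Assay system: RFP-PRO-GFP reporter HT1080 cells; read-out basis: GFP/RFP fluorescence ratio; benchmarks: DMSO wells and RFP-L50D-GFP cells; doses: 20 µM single dose, 1% DMSO; schedule: overnight cell settling, then overnight compound exposure, 37 °C, 5% CO2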
Neddylation inh – inhibitors of human cullin neddylation. P61081+Q13564. TR-FRET cullin neddylation, biochemical. calls only at 25 µM. 0.58% of 360,000 active; in the data active = inhibition above about 36%
CSN deneddyl inh – blocks human CSN-mediated cullin deneddylation. Purified CSN, SCF-Nedd8-OG deneddylation, fluorescence polarization. AID 651999. 0.38% of 360,000 active. Q92905. inhibition, % at 12.5 µM;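 active = pattern-corrected inhibition above about 35%, with an unprinted fluorescence ratio check between 0.5 and 1.5, limit read from the data, passing the limit was not always enough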;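 note: 0% = enzyme with substrate and 100% = substrate without enzyme; some results filed as inactive read as strong as hits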
Target sequence (Q92905 whole entry, looked up, one chain of several): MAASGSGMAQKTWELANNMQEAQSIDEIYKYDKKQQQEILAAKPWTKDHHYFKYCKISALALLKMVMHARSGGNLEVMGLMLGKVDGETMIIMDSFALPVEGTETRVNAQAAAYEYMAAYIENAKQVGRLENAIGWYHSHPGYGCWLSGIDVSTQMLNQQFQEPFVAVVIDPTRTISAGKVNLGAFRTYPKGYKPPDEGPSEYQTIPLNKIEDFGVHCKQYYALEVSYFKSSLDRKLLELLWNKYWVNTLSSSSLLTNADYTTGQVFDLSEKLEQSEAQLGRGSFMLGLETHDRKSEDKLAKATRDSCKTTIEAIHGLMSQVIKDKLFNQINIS
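test system = HEK293T-derived human Csn5 enzyme | amount = 0.24 nM Csn5 enzyme, final concentration | medium = Tris/NaCl/DTT buffer, pH 7.5 | schedule = 90 min reaction at room temperature | signal = FP | evaluation = inhibition of Csn5 cleavage, % | compound dosing = single dose of 12.5 µM compound with 0.25% DMSO | probe or stimulus = 10 nM SCFSkp2-Nedd8OG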
Rpn11 inh – blocks the human proteasome subunit Rpn11. O00487. human 26S proteasome, Ub4-pepOG fluorescence polarization; 20S core pre-blocked with epoxomicin. calls only at 20 µM. 0.59% of 360,000 active. AID 588493;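 active = inhibition at 20 µM, scaled to each plate's controls, above about 33%, limit read from the data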
Target sequence (O00487 whole entry, looked up): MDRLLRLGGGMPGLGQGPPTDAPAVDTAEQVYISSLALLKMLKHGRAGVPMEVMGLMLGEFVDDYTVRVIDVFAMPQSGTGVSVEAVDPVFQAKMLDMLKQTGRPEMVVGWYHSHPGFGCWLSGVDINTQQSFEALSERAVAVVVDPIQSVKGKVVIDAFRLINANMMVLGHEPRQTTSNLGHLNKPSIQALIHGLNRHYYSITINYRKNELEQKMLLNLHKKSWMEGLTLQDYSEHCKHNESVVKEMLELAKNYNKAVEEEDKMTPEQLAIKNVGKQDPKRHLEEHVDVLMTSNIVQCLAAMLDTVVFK
NadD block – inhibitors of Staphylococcus aureus NadD; purified NadD enzyme, colorimetric absorbance read-out; inhibition, % at 20 µM; 0.78% of 360,000 active; in the data active = inhibition above about 26%; note: some compounds past the cut are filed as inactive
PABP1 MLLE inh – blocks PAM2 peptide binding to the PABP1 MLLE domain. P11940. GST-MLLE / FITC-PAM2 fluorescence polarization. inhibition, % at 20 µM. 0.36% of 360,000 active. AID 588489; in the data active = inhibition above about 35%, passing the limit was not always enough;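 note: plate controls were DMSO wells with GST-MLLE for no effect and wells lacking GST-MLLE protein for full effect; some results filed as inactive read as strong as hits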
SKN-1 inh – inhibitors of C. elegans SKN-1; inhibition, % at 21.8 µM; C. elegans VP596 Pgst-4::GFP/RFP ratio, acrylamide-induced, 24 h; 0.49% of 360,000 active;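 active = interference check ratio from 0.5 to 1.5 plus GFP to RFP signal ratio inhibition reaching or exceeding a fixed threshold, cut at about 30% in these data, passing the limit was not always enough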; note: some compounds called inactive have numbers as strong as hits
Rin1-Abl PPI inh – human Rin1-Abl interaction inhibition; inhibition, % at 7.35 µM; P00519+Q13671; 0.4% of 360,000 active; TR-FRET Rin1/Abl binding, biochemical; in the data active = inhibition above about 5%, passing the limit was not always enough
An asterisk follows results filed as active; i = inactive; nt = no result given.

Each structure is followed by: Neddylation inh | Rin1-Abl PPI inh | Rpn11 inh | CSN deneddyl inh | PABP1 MLLE inh | SKN-1 inh | FAS-TE inh | NadD block | MT1-MMP act inh
CC1(C(=O)Nc2ccc3c(c2)OCO3)Cc2c(-c3cccc(C(N)=O)c3)ccnc2O1 (stereo not given)
    i | 8.8* | i | 2 | -3 | -3 | -7 | -3 | 15
CCN(CC)S(=O)(=O)c1ccc(N2CCCCC2)c(NC(=O)C2CSC3(C)CCC(=O)N23)c1 (stereo not given)
    i | 0 | i | -1 | -2 | 22 | 10 | 0 | -4
CC(C)Cc1nnc(NC(=O)CCC(=O)NC2CCCCCCC2)s1
    i | 5 | i | 5 | -14 | -7 | -1 | -10 | 1
CN(C)CCCNc1cc(-c2ccccc2)nc2cc(-c3cccc(F)c3)nn12
    nt | -1 | i | -2 | -10 | -3 | 16 | -1 | -10
CCc1nc2c(oc3ccccc32)c(=O)[nH]1
    i | -1 | i | -8 | -2 | 20 | -6 | -4 | 3
Cn1ccnc1SCCNC(=O)CCc1nnc(CCc2ccccc2)o1
    i | -2 | i | 0 | -16 | -4 | -10 | -1 | 1
O=C(Nc1ccc(N2CCCCC2)cc1)C1CCCN1S(=O)(=O)c1ccc(F)cc1 (stereo not given)
    i | 2 | i | 4 | -3 | -3 | -2 | 0 | 1
Cc1cccc(C(C(C(=O)c2ccccc2)N2CCOCC2)N2CCOCC2)c1 (stereo not given)
    i | 0 | i | -10 | -7 | 12 | 15 | -3 | 0
Cc1csc(Sc2ccc(C(=O)OCC(=O)Nc3ccc(OC(F)(F)F)cc3)cc2[N+](=O)[O-])n1
    i | -2 | i | -6 | 10 | 7 | 14 | -4 | 2
Cn1nc(-c2ccccc2)c(C#N)c1Sc1cccc(Cl)c1
    i | 1 | i | 1 | 11 | 20 | 24 | 14 | -1
CC(=O)c1c(C)n(-c2ccccc2Br)c2ccc(O)cc12
    i | 2 | i | -1 | 0 | 15 | -3 | 3 | -5
COc1ccc(C2CC(C(F)(F)F)n3nc(C(=O)NCc4cn(C)nc4C)c(Cl)c3N2)cc1 (stereo not given)
    i | 1 | i | -4 | 3 | 11 | 1 | 5 | 2
COc1cnc(SC(C)C)[nH]c1=O
    i | -2 | i | -5 | 6 | -1 | -1 | 0 | 6
CC(C)[C@H](NC(=O)C1CCN(S(=O)(=O)c2ccccc2)CC1)C(=O)NCc1ccc(F)cc1
    i | 2 | i | 1 | 13 | -2 | -3 | -3 | 2
CCSc1ncc(Cl)c(C(=O)Nc2ccc(S(N)(=O)=O)cc2)n1
    i | 3 | i | 5 | -11 | -3 | -4 | 0 | -2
Cc1ccc(S(=O)(=O)N2CCOC23CCN(C(=O)c2ccc(Cl)cc2Cl)CC3)cc1
    i | 1 | i | -3 | 10 | -3 | 17 | -3 | -47
COc1ccc(C(=O)N/C(=C\c2cn(C)c3ccccc23)C(=O)N2CCN(C)CC2)cc1OC
    i | -1 | i | -1 | -6 | -8 | -6 | -2 | 1
CC(=O)c1ccc(N2CCN(S(=O)(=O)c3ccc(-c4cnc(C5CC5)o4)cc3)CC2)cc1
    i | -5 | i | 14 | 2 | 1 | 57* | 3 | -2
O=C(NCCc1csc(-c2cccnc2)n1)c1ccco1
    i | -1 | i | -2 | 5 | 7 | -7 | -2 | -5
CC(=O)Nc1cc(C)nn1-c1nc2ccccc2s1
    i | 1 | i | -9 | -57 | 0 | 1 | -5 | -3
O=C(COC(=O)CCCN1C(=O)c2cccc3cccc(c23)C1=O)Nc1ccc(Cl)cc1
    i | 0 | i | 2 | -2 | 8 | 29 | -6 | 1
COc1cc(/C=C/C(=O)OC(C)C(=O)Nc2c(C)n(C)n(-c3ccccc3)c2=O)ccc1OCC#N (stereo not given)
    i | 1 | i | 0 | -52 | -11 | -4 | 2 | 6
Cc1ccnc(NS(=O)(=O)c2ccc(NC(=O)Cc3c(F)cccc3Cl)cc2)n1
    i | 0 | i | 0 | 9 | 8 | -4 | -2 | 1
O=C(CN1CCN(c2ncc(C(F)(F)F)cc2Cl)CC1)NC(=O)NCc1ccccc1
    i | -4 | i | -2 | 4 | 5 | -2 | 1 | 2
COc1ccc(N2CCN(C(=O)CSc3ccc([N+](=O)[O-])cc3)CC2)cc1
    i | 5 | i | 4 | 19 | -7 | 60* | 2 | 3
O=C(CNS(=O)(=O)c1ccc(Br)cc1)N1CCOCC1
    i | 1 | i | -2 | 6 | -2 | -6 | 2 | 0
CC(C)(C)S(=O)N1Cc2cc(CO)cc(-c3ccccc3)c2[C@H]1CCO (stereo not given in full)
    i | 2 | i | 8 | -18 | -1 | -8 | 2 | -6
CCc1cc2ccc(OC)cc2nc1SCC(=O)N1CCN(C(=O)c2ccco2)CC1
    i | -4 | i | -1 | -1 | -4 | 7 | 8 | -5
CC(C)(C)OC(=O)CNC(=O)c1[nH]cnc1C(=O)NC(c1ccccc1)c1ccccc1
    i | 4 | i | 5 | -15 | 2 | 22 | 6 | -2
Cc1cc2nc(N)sc2cc1[N+](=O)[O-]
    i | -2 | i | -1 | 2 | 11 | 9 | 0 | -7
Oc1ccc(-c2cn3ccccc3n2)cc1O
    i | -1 | i | 2 | -8 | 6 | -8 | -6 | 0
CCOC(=O)C1=C(C)N(C)C(=S)NC1c1c(OCC)ccc2ccccc12 (stereo not given)
    i | 2 | i | 8 | 12 | -10 | -3 | -3 | -5
CN1CCN(c2ccccc2NC(=O)COc2ccc(Cl)cc2)CC1
    i | 1 | i | 2 | 2 | 14 | 0 | -2 | -3
COc1ccc2cc([C@H](C)C(=O)N(C)Cc3ccccc3N3CCCC3)ccc2c1
    i | 7 | i | 3 | 0 | -7 | 14 | 5 | -6
NS(=O)(=O)c1cccc(NC(=O)CSc2nc3ccccc3c(=O)n2Cc2ccco2)c1
    i | 5 | i | 0 | -76 | -9 | 6 | 0 | -1
O=S(=O)(Nc1ccccn1)c1ccc(Oc2ccccc2)cc1
    i | -2 | i | -1 | -7 | 13 | -2 | -5 | 1
C=CCn1c(-c2ccc(S(=O)(=O)N3CCOCC3)cc2)csc1=Nc1ccccc1
    i | 2 | i | 0 | -14 | 6 | 13 | 4 | -13
O=C(c1ccc(Cl)c(S(=O)(=O)N2CCCCC2)c1)N1CCCCCC1
    i | 2 | i | 4 | 6 | -3 | 1 | -1 | 3
CN1CCN(S(=O)(=O)c2cccc(C(=O)N3CCN(c4ccccc4F)CC3)c2)CC1
    i | -4 | i | -6 | -60 | 14 | -6 | -6 | 4
CCSc1ccccc1C(=O)N1CCN(c2ccc([N+](=O)[O-])cc2)CC1
    i | -1 | i | 10 | 12 | 0 | 14 | 1 | 5
Cc1ccccc1-c1nc(CS(=O)CC(=O)NC(C)CCc2ccccc2)c(C)o1 (stereo not given)
    i | -1 | i | -5 | 15 | 4 | 4 | -9 | -3
COC1CCN(C(=O)c2ccc(OC3CCN(Cc4ccccn4)CC3)cc2)CC1
    i | -2 | i | -1 | -12 | 15 | -3 | -4 | -2
CC(=O)c1cccc(NC(=O)C(C)OC(=O)c2cc(=O)[nH]c3ccccc23)c1 (stereo not given)
    i | -1 | i | 1 | -10 | 6 | -7 | -2 | -1
CN(C)c1ccc(NC(=O)c2ccc3nc[nH]c3c2)cc1
    i | -1 | i | 0 | 3 | 4 | -7 | -1 | 8
O=C(Cn1nnc(-c2ccccc2F)n1)NCCc1ccccc1
    i | -5 | i | -1 | -1 | -9 | -1 | -6 | -1
C/C(CCC(=O)O)=N/Nc1ccc([N+](=O)[O-])cc1[N+](=O)[O-]
    i | -4 | i | -2 | -14 | 2 | 0 | -1 | 7
Cc1cccc(C(=O)NNC(=O)c2n[nH]c(=O)c3ccccc23)c1C
    i | 0 | i | 0 | -16 | -15 | -9 | 5 | 1
CCC(C)NC(=O)Cn1c(=O)n(CCCCCC(=O)Nc2ccccc2)c(=O)c2sccc21 (stereo not given)
    i | -1 | i | 1 | 10 | 4 | -2 | -3 | -1
Cc1cc(C)c(NC(=O)CN2CCCCCC2)c(C)c1
    i | 1 | i | 3 | -4 | 2 | -4 | -5 | -2
CCC(c1nnnn1-c1ccc2c(c1)OCCO2)N1CCN(CCN2CCOCC2)CC1 (stereo not given)
    i | nt | nt | -7 | nt | 9 | -6 | -3 | -1
Cc1nn(Cc2ccc(Cl)cc2)c(=O)n1N(C)c1ncc(C(F)(F)F)cc1Cl
    i | -2 | i | 0 | 1 | 12 | 49 | -9 | -2
CSCCC(NC(=O)c1ccco1)C(=O)NC1CCCCCC1 (stereo not given)
    i | 2 | i | -5 | 9 | 14 | -7 | -2 | 5
CC(C(=O)N1CCN(C2c3ccccc3-c3ccccc32)CC1)N1C(=O)c2ccccc2C1=O (stereo not given)
    i | -4 | i | 1 | 11 | 11 | 26 | 8 | 16

Given as a markdown table: 15 of the compounds above.
| compound | Neddylation inh | Rin1-Abl PPI inh | Rpn11 inh | CSN deneddyl inh | PABP1 MLLE inh | SKN-1 inh | FAS-TE inh | NadD block | MT1-MMP act inh |
| --- | --- | --- | --- | --- | --- | --- | --- | --- | --- |
| CC1(C(=O)Nc2ccc3c(c2)OCO3)Cc2c(-c3cccc(C(N)=O)c3)ccnc2O1 (stereo not given) | i | 8.8* | i | 2 | -3 | -3 | -7 | -3 | 15 |
| CCN(CC)S(=O)(=O)c1ccc(N2CCCCC2)c(NC(=O)C2CSC3(C)CCC(=O)N23)c1 (stereo not given) | i | 0 | i | -1 | -2 | 22 | 10 | 0 | -4 |
| CC(C)Cc1nnc(NC(=O)CCC(=O)NC2CCCCCCC2)s1 | i | 5 | i | 5 | -14 | -7 | -1 | -10 | 1 |
| CN(C)CCCNc1cc(-c2ccccc2)nc2cc(-c3cccc(F)c3)nn12 | nt | -1 | i | -2 | -10 | -3 | 16 | -1 | -10 |
| CCc1nc2c(oc3ccccc32)c(=O)[nH]1 | i | -1 | i | -8 | -2 | 20 | -6 | -4 | 3 |
| Cn1ccnc1SCCNC(=O)CCc1nnc(CCc2ccccc2)o1 | i | -2 | i | 0 | -16 | -4 | -10 | -1 | 1 |
| O=C(Nc1ccc(N2CCCCC2)cc1)C1CCCN1S(=O)(=O)c1ccc(F)cc1 (stereo not given) | i | 2 | i | 4 | -3 | -3 | -2 | 0 | 1 |
| Cc1cccc(C(C(C(=O)c2ccccc2)N2CCOCC2)N2CCOCC2)c1 (stereo not given) | i | 0 | i | -10 | -7 | 12 | 15 | -3 | 0 |
| Cc1csc(Sc2ccc(C(=O)OCC(=O)Nc3ccc(OC(F)(F)F)cc3)cc2[N+](=O)[O-])n1 | i | -2 | i | -6 | 10 | 7 | 14 | -4 | 2 |
| Cn1nc(-c2ccccc2)c(C#N)c1Sc1cccc(Cl)c1 | i | 1 | i | 1 | 11 | 20 | 24 | 14 | -1 |
| CC(=O)c1c(C)n(-c2ccccc2Br)c2ccc(O)cc12 | i | 2 | i | -1 | 0 | 15 | -3 | 3 | -5 |
| COc1ccc(C2CC(C(F)(F)F)n3nc(C(=O)NCc4cn(C)nc4C)c(Cl)c3N2)cc1 (stereo not given) | i | 1 | i | -4 | 3 | 11 | 1 | 5 | 2 |
| COc1cnc(SC(C)C)[nH]c1=O | i | -2 | i | -5 | 6 | -1 | -1 | 0 | 6 |
| CC(C)[C@H](NC(=O)C1CCN(S(=O)(=O)c2ccccc2)CC1)C(=O)NCc1ccc(F)cc1 | i | 2 | i | 1 | 13 | -2 | -3 | -3 | 2 |
| CCSc1ncc(Cl)c(C(=O)Nc2ccc(S(N)(=O)=O)cc2)n1 | i | 3 | i | 5 | -11 | -3 | -4 | 0 | -2 |
